Compound activity (PubChem)
CCR6 antagonist – CCR6 receptor antagonists, primary screen, cell-based, CHO-K1, luminescence, beta-arrestin, uHTS | CHO-K1 CCR6 PathHunter beta-arrestin, CCL20-stimulated | inhibition, % at 20 µM | AID 493098, 2011 | actives 0.49% (n = 340,000) | C-C chemokine receptor type 6 (Homo sapiens), P51684;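 active means compounds whose inhibition of the agonist-driven luminescence signal at 20 µM reaches about 50%, limit read from the data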;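 further: cells stimulated with CCL20 at 14 nM final; plate controls were DMSO with CCL20 for no effect and DMSO without agonist for full effect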
Gli-Sufu block – Gli-Sufu pathway antagonists, primary screen, luciferase luminescence, Sufu-KO-LIGHT cells, uHTS; actives 0.74% (n = 340,000); Sufu-KO-LIGHT fibroblasts, Gli luciferase reporter luminescence; inhibition, % at 5 µM; AID 588413, 2011;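 active means inhibition above about 55%, limit read from the data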;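 further: 0% = DMSO-treated cells and 100% = wells with medium but no cells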
APJ ag – agonists of human apelin receptor APJ, primary screen, CHO-K1 cells, PathHunter beta-arrestin, luminescence | AID 2520, 2010 | activation, % at 20 µM | actives 0.11% (n = 330,000) | P35414 | 0% DMSO wells, 100% apelin;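 active means activation more than six SD over the plate average, tested at 20 µM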;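 further: 0% = DMSO alone and 100% = apelin-13 at 10 nM; some results filed as inactive read as strong as hits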
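Incubation: overnight seeding, 90 min compound at 25 °C, 1 h detection; test system: PathHunter CHO-K1 APJ (AGTRL-1) beta-arrestin reporter cells; amount: 1000 cells/well; doses: one dose, 20 µM compound, 1% DMSO; measured by: beta-gal luminescence; measure: agonist-driven arrestin binding to APJ; benchmarks: negative DMSO alone, positive Apelin-13 at 10 nM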
EBI2 block – EBI2 receptor antagonists, beta-arrestin recruitment, primary screen, cell-based, luminescence, 7a,25-OHC stimulation, uHTS; G-protein coupled receptor 183 (Homo sapiens), P32249; 7a,25-OHC stimulated; inhibition, % at 5 µM; actives 0.81% (n = 360,000); AID 651636, 2012; in the data active means inhibition above about 38%;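 further: enzyme fragment complementation signal reports receptor beta-arrestin coupling in cells; 0% = agonist plus DMSO wells and 100% = wells without agonist; some results beyond the cut were filed as inactive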
CXCR6 inh – CXCR6 receptor inhibitors, primary screen, cell-based, beta-arrestin, luminescence, CHO-K1 PathHunter, 1536-well. actives 0.36% (n = 360,000). AID 602244, 2012. C-X-C chemokine receptor type 6 (Homo sapiens), O00574. inhibition, % at 20 µM; in the data active means inhibition above about 34%, passing the limit was not always enough;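 further: antagonist mode with CXCL16 agonist at 10 nM final; 0% = 10 nM CXCL16 with DMSO and 100% = unstimulated wells without agonist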
Target sequence (O00574 whole entry, looked up): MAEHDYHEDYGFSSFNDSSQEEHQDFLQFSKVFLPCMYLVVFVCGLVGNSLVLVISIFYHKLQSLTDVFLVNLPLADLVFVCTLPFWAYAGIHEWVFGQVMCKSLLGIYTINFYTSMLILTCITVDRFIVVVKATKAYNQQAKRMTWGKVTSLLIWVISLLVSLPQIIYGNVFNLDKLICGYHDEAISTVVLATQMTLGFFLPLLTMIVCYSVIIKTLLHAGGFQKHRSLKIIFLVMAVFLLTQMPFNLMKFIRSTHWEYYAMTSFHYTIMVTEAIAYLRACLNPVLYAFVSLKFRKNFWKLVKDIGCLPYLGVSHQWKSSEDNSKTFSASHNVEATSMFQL
UBC13 polyUb – UBC13 polyubiquitin chain formation inhibitors, primary screen, biochemical, TR-FRET, uHTS; inhibition, % at 20 µM; actives 0.47% (n = 330,000); AID 485273, 2010; in the data active means inhibition above about 45%, passing the limit was not always enough
Target sequence (P61088 whole entry, looked up): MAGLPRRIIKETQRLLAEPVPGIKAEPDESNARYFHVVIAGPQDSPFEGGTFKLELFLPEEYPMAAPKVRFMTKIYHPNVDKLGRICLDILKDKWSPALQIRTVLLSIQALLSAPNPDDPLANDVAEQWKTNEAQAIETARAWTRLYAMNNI
APJ antag – antagonists of human apelin receptor APJ, primary screen, CHO-K1 cells, beta-arrestin complementation, luminescence; P35414; inhibition, % at 20 µM; actives 0.32% (n = 330,000); AID 2521, 2010;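 active means inhibition above about 40% at 20 µM, limit read from the data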;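 further: cells challenged with 10 nM apelin-13 agonist together with compound; plate controls were apelin-13 plus DMSO wells for no effect and DMSO wells lacking apelin-13 for full effect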
ATG4B inh – ATG4B protease inhibitors, primary screen, biochemical, fluorescence, uHTS; Cysteine protease ATG4B (Homo sapiens), Q9Y4P1; ATG4B cleavage of LC3-PLA2, NBD-HPC fluorescence, 1 h; inhibition, % at 8.33 µM; actives 0.51% (n = 340,000); AID 504462, 2011; in the data active means inhibition above about 40%
Target sequence (Q9Y4P1 whole entry, looked up): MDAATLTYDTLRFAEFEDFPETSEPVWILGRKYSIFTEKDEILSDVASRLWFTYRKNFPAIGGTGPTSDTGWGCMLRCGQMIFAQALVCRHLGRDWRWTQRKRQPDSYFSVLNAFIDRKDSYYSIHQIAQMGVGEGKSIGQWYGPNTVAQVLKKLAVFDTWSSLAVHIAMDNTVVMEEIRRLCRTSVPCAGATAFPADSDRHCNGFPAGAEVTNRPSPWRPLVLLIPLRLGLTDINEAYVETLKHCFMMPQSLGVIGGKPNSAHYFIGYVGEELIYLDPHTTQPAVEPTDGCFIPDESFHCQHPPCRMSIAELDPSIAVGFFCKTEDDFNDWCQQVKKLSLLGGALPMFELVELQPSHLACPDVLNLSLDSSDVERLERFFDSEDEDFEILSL
* = called active by the depositor; / = no result given.

SMILES	CCR6 antagonist	Gli-Sufu block	APJ ag	EBI2 block	CXCR6 inh	UBC13 polyUb	APJ antag	ATG4B inh
Cc1cccc(C)c1CC(=O)N1CCOCC1	2	-18	-1	-11	-20	1	-10	0
CCCCOc1ccc(C(=O)C(CN2CCOCC2)c2ccccc2)cc1 (stereo not drawn)	9	3	-4	-39	4	11	0	-12
CC(C)c1ccc(NC2CCCN(C(=O)CN3CCCC3=O)C2)cc1 (stereo not drawn)	5	-16	0	0	4	-5	-1	17
COc1cc(C(=O)N2CCN(S(=O)(=O)c3ccc(C(C)C)cc3)CC2)ccc1OCC(=O)N1CCOCC1	2	4	/	-5	-1	/	/	-9
CCOc1ccc2c(c1)[N+](C)(C)C(C)(C)C=C2C	5	46	-4	1	-1	6	11	14
CCOC(=O)C1CCCN(C(=O)c2csc(-c3ccc4c(c3)CCO4)n2)C1 (stereo not drawn)	3	-13	-1	9	8	0	6	-10
CC1CN(C2CCN(S(=O)(=O)c3ccc(F)cc3)CC2)CC(C)O1 (stereo not drawn)	-1	-3	0	5	2	7	19	1
O=C(COC(=O)c1ccc(Cl)nc1)Nc1ccc(N2CCCCC2)cc1	5	-4	-3	-9	0	-19	5	1
Cc1cc(-c2ccccc2)nc2c(Br)c(=O)[nH]n12	11	2	-1	-25	6	-2	16	-7
Cc1cc(C(=O)NCc2cccs2)ccc1[N+](=O)[O-]	13	-14	-4	-7	2	2	8	-3
O=C(Nc1cccc2ccccc12)N(c1ccccc1)c1ccccc1	23	-4	/	9	2	/	/	3
CCC(C(=O)NC(C)CCc1ccco1)n1nc(C)n2c(cc3occc32)c1=O (stereo not drawn)	-20	-140	-6	-5	8	6	-4	9
O=S(=O)(NCC(c1ccco1)N1CCc2ccccc21)c1ccccc1 (stereo not drawn)	14	-2	-3	4	2	-5	-26	13
COc1ccc(N2CCN(C(=O)c3ccc(CNc4c(N5CCOCC5)c(=O)c4=O)cc3)CC2)cc1	-10	4	-2	-3	1	-12	-73	-6
CCN(c1cccc(C(F)(F)F)c1)S(=O)(=O)c1ccc2c(c1)CCN2C(=O)C1CC1	15	21	-3	18	13	11	10	-1
COc1ccc(N/N=C(/C#N)S(=O)(=O)c2nsc(C)c2C#N)cc1	11	6	-4	-1	-23	-7	26	-3
CC1Cc2nc(SCC(=O)Nc3ccc4c(c3)OCO4)n(CCc3ccccc3)c(=O)c2S1 (stereo not drawn)	10	13	-5	13	13	-6	4	5
CC(Oc1ccccc1)C(=O)Nc1cccc(F)c1 (stereo not drawn)	-7	4	-4	-1	-5	4	1	0
O=C(N/N=C/c1ccc(O)cc1)c1ccncc1	-3	-3	-3	-9	-6	-7	-22	-1
O=C(O/N=C/c1ccc(Br)cc1)c1ccc(F)cc1	11	-4	-2	3	3	-3	-3	15
C#CCOCCOCCOCCNc1nc(N2CCN(C(=O)CCCCCCCCCCNC(=O)[C@H]([C@@H](C)CC)n3cc(CCCCN=C(N)N)nn3)CC2)nc(N2CCN(C(=O)CCCCCCCCCCNC(=O)[C@H](CO)n3cc(CCCCCN)nn3)CC2)n1	-27	11	3	-1	61*	123*	14	54*
CC1CN(c2cc(=O)n(-c3ccc(Cl)cc3)c(=O)[nH]2)CC(C)O1 (stereo not drawn)	3	-2	/	-12	1	/	/	3
CN(C)CCCNC(=O)CC(c1ccccc1)c1ccccc1O (stereo not drawn)	10	-4	-2	-4	-6	11	6	4
COCC(C)NS(=O)(=O)c1ccc(OC)cc1 (stereo not drawn)	-2	4	-2	3	-4	0	0	8
COc1ccccc1C(=O)COC(=O)c1ccc(N(C)C)cc1	14	-81	0	-3	-11	0	7	25
Cc1ccc(OCC(=O)Oc2ccc(C)c(C)c2)cc1	4	-4	1	-9	-2	0	2	4
[O-]/[N+](=C\c1ccccc1)[C@@H]1CCCC[C@@H]1/[N+]([O-])=C/c1ccccc1	27	7	-3	7	23	4	23	-6
COc1ccc(N(CC(=O)Nc2ccc(C)c(C)c2)C2=NC3CS(=O)(=O)CC3S2)cc1 (stereo not drawn)	2	3	-5	12	-5	-1	0	-7
Cc1ccc2ccc3cccc4ccc1c2c34	5	-21	-1	-2	-12	28	-10	4
O=C(NCc1ccc(F)cc1)C(c1ccccc1)N(C(=O)c1csnn1)c1ccccc1 (stereo not drawn)	14	-14	1	-11	2	5	3	3
CN1CCN(NC(=S)NC2CCCCC2)CC1	18	1	-2	-2	3	4	0	-5
COc1cc(OC)c(NC(=O)CCNS(=O)(=O)c2ccc3c(c2)CC(C)N3C(C)=O)cc1Cl (stereo not drawn)	10	10	2	-4	-2	0	-7	-1
COc1ccc2c(c1OC)C(=O)OC2n1c(O)c(N=NC(C)=O)c2ccccc21 (stereo not drawn)	5	16	-3	3	-3	-3	-3	-1
COc1ccccc1N1CCN(C(=O)C(C)N(c2ccc(C)cc2)S(C)(=O)=O)CC1 (stereo not drawn)	-7	3	-4	5	9	10	0	-3
CCOC(=O)Cc1csc(NC(=O)Nc2cccc(Cl)c2)n1	8	-13	-1	10	-8	16	1	0
COC(=O)N/N=C/c1cn(Cc2ccc(F)cc2)c2ccccc12	14	29	2	5	-8	1	-7	28
CN(C)/C=N/c1nc2nccc(-c3ccc(F)cc3)n2n1	-16	2	-1	0	-4	10	2	-3
CCCCc1nn2c(N)c(/C=C3\C=Nc4ccccc43)c(=O)nc2s1	15	3	-2	-6	0	-3	-14	16
COc1ccc(CNC(=O)CSc2nnc3c(n2)[nH]c2ccc(F)cc23)cc1	17	2	-4	-1	-1	-12	21	0
COC(=O)C(CO)NC(=O)C(C)NC(=O)CNC(=O)OCc1ccccc1 (stereo not drawn)	-7	-3	-3	4	6	-4	1	-13
CCOC(=O)c1sc(N/N=C/c2ccc(N(C)C)cc2)nc1C	11	-66	-3	3	-4	1	-2	0
COc1cc(NC(=O)CSC(=S)N2CCCC2)c(OC)cc1Cl	8	36	15	-3	-10	-4	-91	3
Cn1nnnc1SCCNCc1ccncc1	-9	-1	1	-7	-2	-4	-7	7
Cc1nnc(NC(=O)C2CCCC2)s1	-1	10	-4	-8	2	-3	18	-2
COC(=O)Cn1c(=O)oc2ccc(C)cc21	1	-2	-5	0	-2	21	0	-5
COc1cc(Cl)c(C)cc1NC(=O)[C@@H]1CCCN1C(=O)c1cccs1	-1	-12	-5	0	-2	3	4	-8
COc1ccc(OCCn2ccnc2C)cc1	3	24	-1	-2	-11	-7	13	-8
O=C(Nc1ccc2c(c1)OCO2)N1CCN(Cc2ccco2)CC1	0	-51	-1	6	-5	7	1	-4
Cc1ccc(-c2cccc(NC(=O)C3C4C=CC(C4)C3C(=O)O)c2)o1 (stereo not drawn)	12	-7	-6	0	-5	-7	13	-3
CN(CC(=O)Nc1ccc(F)cc1)C(=O)CN1C(=O)c2ccccc2C1=O	-2	-12	1	-4	-2	-2	3	3
Cc1ccc(CNC(=O)C2CCCC2)cc1	-3	-8	0	-6	8	-4	-8	4
CC(=O)c1ccc(S(=O)(=O)Nc2ccc(C(=O)NCC(c3cccs3)N3CCOCC3)cc2)cc1 (stereo not drawn)	6	-1	-2	7	3	-5	15	6
C/C(N)=C(/C#N)C(=O)CSc1nnc(-c2ccccc2)n1C	5	-4	-2	13	-4	-4	-8	-6
CNC(=O)C(=O)NCCN1CCN(S(=O)(=O)c2ccc3ccccc3c2)CC1	11	-12	-3	-6	0	-8	8	-9
CCN(CC)C(=S)SSC(=S)N(CC)CC	60*	51	-15	12	51*	5	71*	-7
c1ccc(CN2CCN(c3nc(-c4ccccn4)nc4ccccc34)CC2)cc1	-7	1	-5	-5	-10	23	1	4
COc1ccc(C)cc1NC(=O)CSc1nc(=O)n(CCCN2CCOCC2)c2c1CCCC2	4	7	4	-1	-6	4	-48	-1
Cc1ccc(C)c2[nH]c(=O)c(CN(Cc3ccco3)S(=O)(=O)c3ccc4c(c3)OCCO4)cc12	10	-1	-1	10	4	10	21	-13
Cc1c2c(nc3ccccc13)CCC(C)C2 (stereo not drawn)	-3	-2	-2	19	-5	2	-5	1
Cn1c(Cc2ccccc2)nnc1SCC(=O)Nc1ccc2c(c1)OCCO2	-17	-1	-3	1	-1	1	13	-4

4 compounds from above with just UBC13 polyUb and APJ ag.
compound	UBC13 polyUb	APJ ag
Cc1cc(-c2ccccc2)nc2c(Br)c(=O)[nH]n12	-2	-1
C/C(N)=C(/C#N)C(=O)CSc1nnc(-c2ccccc2)n1C	-4	-2
Cc1cc(C(=O)NCc2cccs2)ccc1[N+](=O)[O-]	2	-4
CNC(=O)C(=O)NCCN1CCN(S(=O)(=O)c2ccc3ccccc3c2)CC1	-8	-3

Next results:
SMILES	CCR6 antagonist	Gli-Sufu block	APJ ag	EBI2 block	CXCR6 inh	UBC13 polyUb	APJ antag	ATG4B inh
CCN(CC)C(=O)[C@H]1CC(CC(=O)NC(C)(C)C)C(=O)N2CCc3c([nH]c4ccccc34)[C@]12C (stereo partly drawn)	0	1	-4	-5	1	8	3	-13
N#Cc1cccc(C(=O)Nc2cc(S(=O)(=O)N3CCOCC3)ccc2N2CCCC2)c1	12	6	-4	-7	4	-3	8	6
COC(=O)c1c(-c2snnc2C)n[nH]c1C	-3	7	-3	-4	3	4	17	-4
C[C@H](NC(=O)c1nc[nH]c1C(=O)N1CCN(c2ccccc2)CC1)C(=O)OC(C)(C)C	6	-14	-5	0	-7	-4	1	-6
CCC(=O)Nc1nc2cc(OC)ccc2s1	-7	-103	-2	-7	-5	12	24	-4
CN(C)CC[C@@H](c1ccc(Cl)cc1)c1ccccn1	12	6	7	-3	0	-12	2	-2
COc1cc(CC(=O)NCCc2ccc(S(N)(=O)=O)cc2)cc(OC)c1OC	4	5	0	5	-8	0	-5	-3
O=[N+]([O-])c1ccc(O)c(/C=N/Nc2ccc(Cl)nn2)c1	90*	86*	-25	77*	79*	-70	55*	9
O=C(Nc1cccc(F)c1)c1cc(S(=O)(=O)NCCC2=CCCCC2)ccc1F	22	37	0	-5	-6	48*	2	-9
O=C(Cn1c(NCCO)nc2ccccc21)c1ccc(Cl)cc1	7	1	0	-4	-7	-2	5	3
COc1cc(OC)cc(C(=O)N/N=C(\C)CC(=O)Nc2ccccn2)c1	2	27	3	-5	2	-2	-21	6
Cc1ccc(NC(=O)Nc2cccn(Cc3c(F)cccc3Cl)c2=O)cc1	15	-34	-3	3	-4	-8	-2	-1
Nc1ccccc1NC(=O)c1ccccc1	-7	19	7	-3	-1	-12	-15	-7
COC(=O)C(NC(=O)C(NC(=O)C1CCC(C)CC1)C(C)C)C(C)C (stereo not drawn)	8	-2	-2	0	4	-8	7	5
Cc1c(C)n(C)c2ccc(C(=O)NCCCN(C)C3CCCCC3)cc12	-1	11	13	-5	3	8	7	2
Cc1cc(NC(=O)CN2C(=O)NC(C)(c3ccc(Cl)cc3Cl)C2=O)no1 (stereo not drawn)	3	-4	-4	0	6	-6	6	-1
Cc1ccc(S(=O)(=O)NCCC(=O)N2CCC(C)CC2)cc1	12	1	-2	-2	-4	2	8	-23
COc1cc(CN2CCN(c3ccccc3F)CC2)cc(OC)c1O	0	3	7	1	-7	13	-14	3
CCOC(=O)CSc1nnc(-c2ccc(OC)cc2OC)o1	2	-2	0	-10	-5	-1	-15	4
COc1ccc2c(CC(=O)Nc3ccc(N4CCOCC4)cc3)coc2c1	2	2	-4	1	-3	0	-3	-7
